Pf growth 96h: Primary qHTS for delayed death inhibitors of the malarial parasite plastid, 96 hour incubation | AID 504834, 2011 | P. falciparum luciferase reporter growth, 96 h | Potency, µM (titrated, usually from 28.7 µM), for inactives: top-dose activity change, negative = inhibition, hits mostly inhibitors | hit rate 6.9% among 320,000; note: potency is the fitted concentration of half-maximal effect; % is set by controls: 0 for no effect and ±100 for the full control effect
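P. falciparum expressing integrated firefly luciferase grown in erythrocytes (2% hematocrit, 0.05% parasitemia final) with compounds for 96 hours at 37 C, 5% CO2. Growth inhibition read as loss of luminescence after adding luciferase detection reagent.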
HCV inhibitor: qHTS Assay for Inhibitors of Hepatitis C Virus (HCV). Huh7.5.1 HCVcc-Cre infection, luciferase reporter, 44 h. AID 651820, 2012. Potency, µM (titrated, usually from 41.8 µM), without a hit: at the highest dose activity change, negative = inhibition, hits mostly inhibitors. hit rate 3.4% among 340,000; note: potency is the fitted concentration of half-maximal effect; % is set by controls: 0 for no effect and ±100 for the full control effect
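Infectious HCV cell culture screen: compound-treated cells (1,000/well, pre-plated 4 h) are infected with HCVcc-Cre at roughly 0.5 moi and grown 44 h. Infection is quantified by luciferase signal after 15 min substrate incubation at room temperature.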
Pf growth 48h: Primary qHTS for delayed death inhibitors of the malarial parasite plastid, 48 hour incubation; P. falciparum luciferase growth in erythrocytes, 48 h; Potency, µM (top dose mostly 28.7 µM), inactives show at the highest dose activity change, negative = inhibition, most hits filed as inhibitors; hit rate 5.9% among 310,000; AID 504832, 2011; note: potency is the fitted concentration of half-maximal effect; % is set by controls: 0 for no effect and ±100 for the full control effect
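Firefly luciferase activity from engineered P. falciparum reports growth; inhibitors lower the luminescent signal. Cultures contained 2% hematocrit erythrocytes at 0.1% final parasitemia.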
LmPK inh: qHTS Assay for Inhibitors of Leishmania Mexicana Pyruvate Kinase (LmPK) | purified LmPK, Kinase-Glo ATP luminescence, 1 h | hit rate 0.37% among 290,000 | AID 1721, 2009 | Q27686 | Potency, µM (top dose mostly 57.5 µM), inactives show top-dose activity change, negative = inhibition, usual class: inhibitors; note: potency is the fitted concentration of half-maximal effect; % is set by controls: 0 for no effect and ±100 for the full control effect
Target sequence (Q27686 whole entry, looked up): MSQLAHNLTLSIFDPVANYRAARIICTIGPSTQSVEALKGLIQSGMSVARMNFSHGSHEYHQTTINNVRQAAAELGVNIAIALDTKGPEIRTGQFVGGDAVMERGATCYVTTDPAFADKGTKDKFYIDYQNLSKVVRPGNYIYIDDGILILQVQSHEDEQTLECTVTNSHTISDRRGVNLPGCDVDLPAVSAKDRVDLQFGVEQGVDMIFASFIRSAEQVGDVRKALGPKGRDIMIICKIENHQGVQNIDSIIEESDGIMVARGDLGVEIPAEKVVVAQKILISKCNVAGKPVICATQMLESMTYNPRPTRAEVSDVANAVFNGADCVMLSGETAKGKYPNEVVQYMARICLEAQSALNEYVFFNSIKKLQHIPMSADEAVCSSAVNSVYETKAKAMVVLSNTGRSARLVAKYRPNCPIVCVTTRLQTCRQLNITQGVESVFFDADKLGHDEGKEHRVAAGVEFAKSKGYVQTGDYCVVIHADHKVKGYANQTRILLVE
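Screened at intermediate enzyme activity to detect both inhibitors and activators: LmPK at 0.1 nM, with a 0.5 nM enzyme column as activation reference. PEP 0.5 mM, ADP 0.1 mM; ATP detected by luminescence after 1 h.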
Shiga inhibitor: A qHTS for Small Molecule Inhibitors of Shiga Toxin; Vero cells, Shiga toxin protein synthesis inhibition reporter; inhibition, % at 38.7 µM; hit rate 9.2% among 290,000; AID 2315, 2010; in the data active = inhibition mostly above about 28%, no sharp cut-off; inactive = mostly below about 43%; note: 0% is about no effect
TbPYK inhibitor: qHTS of Trypanosoma Brucei Inhibitors | pyruvate kinase (Trypanosoma brucei), Q57TT1 | TbPYK enzyme, Kinase-Glo Plus ATP luminescence, 45 min | Potency, µM (highest dose often 76.8 µM), without a hit: at the highest dose activity, negative = inhibition, most hits filed as inhibitors | hit rate 0.12% among 410,000 | AID 624173, 2012; note: potency is the fitted concentration of half-maximal effect; % is set by controls: 0 for no effect and ±100 for the full control effect; nearly all actives have a fitted effect of over 50% in size
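Readout: single end-point luminescence (Kinase-Glo Plus, 10 min). Reaction conditions were TbPYK/substrate plus 130 uM ADP, 45 min at RT, pH 7.2 TEA buffer. No-enzyme wells served as controls, and data were normalized before concentration-response fitting.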
CHX counter: Cycloheximide Counterscreen for Small Molecule Inhibitors of Shiga Toxin; max response, %; cell reporter, cycloheximide protein synthesis inhibition counterscreen; AID 2314, 2010; hit rate 12% among 300,000; in the data active = max response mostly above about 13%, no sharp cut-off; inactive = mostly below about 14%; note: read at 38.3 µM for the half of the compounds with a filed dose; 0% is about no effect
Active calls of the source: *; ? = inconclusive; . = not tested or not shown; & = joins results of further samples; [ ] = dose if it differs, or a comment. Unless noted, calls come from the whole dose curve; as a rule, active = well fitted curve in the direction sought with a large enough effect; inconclusive = small, poorly fitted or top-dose-only effect, or another doubt; inactive = no such curve, though single readings can be large; an effect the other way counts as inactive or inconclusive. Hits appear at their usual frequency; any-hit rate near 24%.

No. | smiles | Pf growth 96h | HCV inhibitor | Pf growth 48h | LmPK inh
1 | COC(=O)C(C)Sc1nc2c(c(=O)n(C)c(=O)n2C)n1Cc1cccc(C)c1 (stereo unspecified) | . | -25%&-7% | -12% | 4%
2 | O=C(CN1CCN(c2nc(-c3ccc(F)cc3)cs2)CC1)NCc1ccc2c(c1)OCO2 | -2%[5.75 µM] | ? | ? | 0%
3 | CCCCN(CCCC)S(=O)(=O)c1ccc(NC(=O)Cc2cccs2)cc1 | . | ? | ? | 10%
4 | COC(=O)Nc1nn(-c2ccc(OC)cc2)c(=O)c(C#N)c1C | ? | 20% | -6% | -3%
5 | COc1cc(OC)c(OC)cc1/C=N/Nc1nc2ccccc2[nH]1 | 1.9µM* | -8% | 1µM* | 4%
6 | COc1ccc([N+](=O)[O-])cc1NC(=O)Cc1ccccc1Cl | ? | ? | -21% | 2%
7 | Cc1ccc(S(=O)(=O)CCSc2nc(C)cc(C)c2C#N)cc1 | 2% | ? | ? | -1%
8 | O=C(COc1ccc([N+](=O)[O-])cc1Cl)N1CCOCC1 | 20% | 6% | 21% | -1%
9 | Cc1cc(=O)oc2c3c(cc(OCC(=O)NCCN4CCOCC4)c12)OC(C)(C)CC3 | ? | ? | ? | -8%
10 | CC1=C(C(=O)NCc2ccc(Cl)cc2)C2(CCC(C)CC2)OC1=O (stereo unspecified) | 2% | -8% | -12% | -5%
11 | Cn1cc(CNCc2ccccc2OCC(O)CN2CCc3ccccc3C2)cn1 (stereo unspecified) | -10% | 11µM* | ? | 7%
12 | COc1ccc(CCN(C(=O)COc2ccccc2)c2nc(-c3ccccc3)cs2)cc1OC | 12µM* | -26% | 10µM* | 1%

No. | Shiga inhibitor | TbPYK inhibitor | CHX counter
1 | -3 | -10% | -2
2 | 1 | -3% | 7
3 | 27 | -4% | 35*
4 | -13 | -2% | 2
5 | -2 | 7% | -2
6 | 14 | 2% | -2
7 | -8 | 1% | -3
8 | -12 | -2% | -7
9 | -8 | 2% | -3
10 | 5 | 4%&-8% | -2
11 | -14 | 4% | -3
12 | -9 | 6% | 5

Brought forward from above: four entries; new compounds follow.
No. | smiles | Pf growth 96h | HCV inhibitor | Pf growth 48h | LmPK inh
9 | Cc1cc(=O)oc2c3c(cc(OCC(=O)NCCN4CCOCC4)c12)OC(C)(C)CC3 | ? | ? | ? | -8%
10 | CC1=C(C(=O)NCc2ccc(Cl)cc2)C2(CCC(C)CC2)OC1=O (stereo unspecified) | 2% | -8% | -12% | -5%
11 | Cn1cc(CNCc2ccccc2OCC(O)CN2CCc3ccccc3C2)cn1 (stereo unspecified) | -10% | 11µM* | ? | 7%
12 | COc1ccc(CCN(C(=O)COc2ccccc2)c2nc(-c3ccccc3)cs2)cc1OC | 12µM* | -26% | 10µM* | 1%
13 | N#Cc1ccccc1NC(=O)CN1CCN(Cc2ccccc2)CC1 | 29% | 7% | . | 2%
14 | O=C(N/N=C/C(Br)=C/c1ccccc1)c1cccnc1 | 10µM* | -8% | 10µM* | -14%
15 | N=C1C(c2nc3ccccc3s2)=C(O)CN1c1ccccc1 | 13% | -6% | 29% | 4%
16 | CC1(OC(=O)c2cccs2)C(=O)C=C2C=C3CCCN3C=C2C1=O (stereo unspecified) | 42%[activator] | -6% | 62%[activator] | -6%[11.5 µM]
17 | Cn1cc([N+](=O)[O-])c(C(=O)Nc2sc3c(c2C#N)CCC3)n1 | 35%[activator] | -1% | 22% | 2%
18 | O=C(Nc1ccc(Cl)cc1)N1CCSc2ccccc21 | ? | ? | ? | -1%
19 | COc1cc2ccccc2cc1C(=O)Nc1ccccc1C | ? | -23% | 194%[activator] | -7%
20 | CC1CCCCC1NC(=O)Cn1cnc2ccccc2c1=O (stereo unspecified) | 62%[activator] | 5% | 17% | -4%
21 | CCOC(=O)c1c(S(=O)(=O)Nc2ccc(CN3CCC(C)CC3)cc2)c(C)n(C)c1C | ? | ? | ? | 6%
22 | COC(=O)c1nc(-c2ccccc2)oc1N1CCOCC1 | 31%[activator] | ? | 0% | 7%
23 | CC(=O)c1ccc(NC(=O)c2ccc(S(=O)(=O)N3CCCC3)cc2)cc1 | ? | -7% | ? | 5%
24 | NNC(=O)c1sccc1OCc1ccc(Cl)cc1Cl | ? | 5% | 260%[activator] | -3%

No. | Shiga inhibitor | TbPYK inhibitor | CHX counter
9 | -8 | 2% | -3
10 | 5 | 4%&-8% | -2
11 | -14 | 4% | -3
12 | -9 | 6% | 5
13 | 3 | -5% | -3
14 | 66* | -5% | 38*
15 | 39 | 1% | 33*
16 | -1 | -10% | -6
17 | -3 | 0% | 9
18 | 27 | -13% | 35*
19 | 32* | 1% | 30*
20 | 20 | -6% | -5
21 | -4 | -2% | -1
22 | -8 | 2% | -3
23 | -16 | -4% | 8
24 | -17 | -2% | 9

More results.
No. | smiles | Pf growth 96h | HCV inhibitor | Pf growth 48h | LmPK inh
25 | CCOC(=O)C1=C(C)NC(=O)NC1c1ccc(F)cc1 (stereo unspecified) | 3% | -4% | -8% | 2%
26 | O=C(N/N=C/c1ccc(F)cc1)c1cc[n+]([O-])cc1 | 0% | 17% | 14% | -4%
27 | Cc1c[n+]([O-])n(-c2ccc(C(=O)O)cc2)n1 | ? | -1% | -7% | 0%
28 | COc1cccc(CSc2nnc(-c3ccco3)n2C)c1 | 15% | 10% | ? | 3%
29 | CCC(C)(C)n1nnnc1C(c1cc2cc(C)ccc2[nH]c1=O)N1CCCC1 (stereo unspecified) | 15µM* | 10% | 0% | 3%
30 | Cc1cc(N2CCN(C)CC2)n2nc(-c3ccc(Cl)cc3)nc2n1 | -12% | -6% | ? | 1%
31 | Cn1c(COc2ccc(Br)cc2)nnc1SC1CCc2ccccc2C1=O (stereo unspecified) | ? | ? | -7% | 3%
32 | Cc1nn(C)cc1CNC(=O)c1cccc(F)c1 | 41%[activator] | 9% | 3% | -4%
33 | O=C1C=C(c2cccc(CO)c2)C[C@@H](c2ccc(Cl)cc2)C1 | 0.47µM* | -1% | 0.33µM* | .
34 | OC12CCCCC1C(c1ccccc1)NCC2 (stereo unspecified) | -16% | -9% | 1% | -1%
35 | CCOc1ccc(CNC(=O)c2ccccc2NC(=O)C2=CSCCO2)cc1 | -5% | -17% | ? | -15%
36 | Cc1ccc(CC2C(=O)N(c3ccc(F)cc3)C(=O)C2C)cc1 (stereo unspecified) | 87%[activator] | -2% | 39%[activator] | 6%

No. | Shiga inhibitor | TbPYK inhibitor | CHX counter
25 | -3 | -2% | -4
26 | 61* | -2% | 18*
27 | -19 | -4% | -2
28 | 41 | 3% | 40*
29 | -10 | 2% | -1
30 | -2 | 4% | -1
31 | 4 | -17% | 8
32 | 7 | -4% | 5
33 | . | -6% | .
34 | 18 | 3% | 13
35 | -12 | -13% | 1
36 | . | -14% | 8

Additional compounds:
No. | smiles | Pf growth 96h | HCV inhibitor | Pf growth 48h | LmPK inh
37 | CCN(C(=O)COC(=O)/C(C#N)=C/c1ccc(OC)cc1)C1CCS(=O)(=O)C1 (stereo unspecified) | 6% | 2%[8.37 µM] | 0% | .
38 | COC(=O)c1nnn(-c2nonc2N)c1CSc1nc2ccccc2o1 | 0% | ? | -18% | -7%
39 | CC(C)OC(=O)C(C(=O)C(F)(F)F)c1cc(NS(=O)(=O)c2ccc3ccccc3c2)c2ccccc2c1O (stereo unspecified) | 3.3µM* | ? | 9.3µM* | -2%
40 | Cc1cccc(OCC(=O)N(C)CCc2ccccn2)c1 | 61%[activator] | ? | 7% | -1%
41 | CCOC(=O)COc1c(Br)cc(C2NC(=O)NC(C)=C2C(C)=O)cc1OC (stereo unspecified) | ? | 9% | ? | 0%
42 | COc1ccccc1C(=O)NCCC(=O)NCc1ccncc1 | -17% | 7% | -16% | .
43 | COc1ccc(CNC(=O)c2csc(Cc3ccc(Cl)cc3)n2)cc1 | -1% | ? | 4% | -1%
44 | CN(c1cccc(NC(=O)c2ccc(Cl)c(S(=O)(=O)Nc3ccccc3)c2)c1)S(C)(=O)=O | -16% | 10µM* | -18% | 4%
45 | CCOC(=O)N1CCN(c2c(-c3ccccc3)c3cc(Cl)ccc3[nH]c2=O)CC1 | 31%[activator] | -7% | 58%[activator] | 4%
46 | c1ccc(COCCC2CO2)cc1 (stereo unspecified) | -7% | . | 36%[activator] | 4%
47 | COc1ccc(CNC(N)=O)cc1OC | -4% | ? | . | 3%
48 | O=C(CSc1ccccc1)NC1CCCCCC1 | ? | 5% | 100%[activator] | -4%

No. | Shiga inhibitor | TbPYK inhibitor | CHX counter
37 | . | 0% | .
38 | -7 | -2% | -1
39 | 11 | 1% | 0
40 | 24 | -15% | 8
41 | 11 | -1% | -3
42 | . | -5% | .
43 | 0 | -9% | -3
44 | 5 | -2% | 5
45 | -16 | 6% | 3
46 | -2 | . | -2
47 | -10 | -4% | -5
48 | 118* | 1% | 49*

Later entries
No. | smiles | Pf growth 96h | HCV inhibitor | Pf growth 48h | LmPK inh
49 | CCC(=O)NC(Nc1ncc(C)s1)(C(=O)OC)C(F)(F)F (stereo unspecified) | 13% | 13% | 28% | 5%
50 | NCCCn1c(C(=O)c2cc(Cl)c(N)c(Cl)c2)c2ccc([N+](=O)[O-])cc2[n+]1[O-] | ? | ? | 12µM* | .
51 | CCOc1ccc2nc(NC(=O)c3ccc(OCC4CCCO4)cc3)sc2c1 (stereo unspecified) | ? | 4µM* | 8.3µM* | -2%
52 | Cc1ccc(-c2ccc(CCC(=O)O)n2Cc2ccco2)cc1 | ? | 8% | . | 0%
53 | CC/C(=N\Nc1ccccc1)c1c(O)n(-c2ccccc2)c(=O)[nH]c1=O | -2% | -10% | 10% | 11%
54 | CCNC(=O)CSc1nc2cc([N+](=O)[O-])ccc2n1-c1cccc(C(F)(F)F)c1 | ? | 7% | ? | -1%
55 | O=C1c2ccccc2NC2(CCCCC2)N1N=C1CCCCC1 | ? | 14% | 1% | -1%
56 | Cc1ccc(C(NC(=O)N2CCCC2)C(Cl)(Cl)Cl)cc1F (stereo unspecified) | 8.3µM* | -5% | ? | 6%
57 | CC1CCN(C(=O)Cn2c(=O)oc3ccccc32)CC1 | 0% | 8% | 14% | -3%

No. | Shiga inhibitor | TbPYK inhibitor | CHX counter
49 | -5 | -1% | -2
50 | . | 0% | .
51 | 36* | -2% | 35*
52 | 6 | -8% | -1
53 | 13 | 1% | 5
54 | -3 | -19% | -1
55 | 44* | 4% | 60*
56 | -3 | -2% | 11
57 | -5 | 1% | 3

Screening results deposited in PubChem by National Center for Advancing Translational Sciences (NCATS).
